Screens as filed in PubChem.
JMJD2A Tudor: inhibitors of human JMJD2A Tudor domain | O75164 | AlphaScreen JMJD2A-Tudor / H3K4me3 peptide binding | Potency, µM (top dose mostly 114 µM), without a hit: at the highest dose activity change, negative = inhibition, usual class: inhibitors | 390,000 tested, 4.4% active | AID 504339; also: potency is read from the fitted curve at half-maximal effect; % is scaled to controls: 0 for no effect and ±100 for the full control effect; nearly all actives have a fitted effect of over 50% in size
RGS4 inh: inhibitors of human regulator of G protein signaling 4. Potency, µM (series often up to 114 µM), for inactives: at the highest dose activity change, negative = inhibition, hits mostly inhibitors. Transcreener GDP fluorescence polarization, RGS4-accelerated GTP hydrolysis. 390,000 tested, 0.039% active; also: potency is read from the fitted curve at half-maximal effect; % is scaled to controls: 0 for no effect and ±100 for the full control effect; nearly all actives have a fitted effect of over 75% in size; some results filed as inactive show a strong effect at the top dose
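MLSMR compounds (23 nl, pin-transferred) preincubated 10 min at room temperature with a 500nM (2x) first reagent, then RGS4 at 900nM (2x) plus Transcreener GDP mix added; fluorescence polarization (620/688 nm) read before and after 90 min at 30 °C.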
PI4K2A block: blocks human PI4K2A kinase activity. AID 1346378. purified PI4K2A, ADP-Glo luminescence, 1 h; hits give low values. 420,000 tested, 0.13% active. activity change, negative = inhibition, % at 76.9 µM; in the data active = activity change below about -50%; inconclusive = mostly about -30% to -49%;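 also: -100% = wells without enzyme as full effect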
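ADP-Glo luminescence measured ADP generated by PI4K2A enzyme (4 ug/mL before mixing) with 1.2 mM PI substrate (pre-mix) and 300 microM ATP (pre-mix). Tris pH7.5 buffer with MgCl2, Triton X-100; 1 h reaction at ambient temperature.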
G9a block: G9a (human) methyltransferase inhibition. Q96KQ7. G9a H3K9 monomethylation, AlphaScreen, 2 h. Potency, µM (doses to about 102 µM), inactives show at the highest dose activity, negative = inhibition, hits mostly inhibitors. 350,000 tested, 8.8% active; also: potency is read from the fitted curve at half-maximal effect; % is scaled to controls: 0 for no effect and ±100 for the full control effect; nearly all actives have a fitted effect of over 75% in size
Target sequence (Q96KQ7 913-1193 limits assumed): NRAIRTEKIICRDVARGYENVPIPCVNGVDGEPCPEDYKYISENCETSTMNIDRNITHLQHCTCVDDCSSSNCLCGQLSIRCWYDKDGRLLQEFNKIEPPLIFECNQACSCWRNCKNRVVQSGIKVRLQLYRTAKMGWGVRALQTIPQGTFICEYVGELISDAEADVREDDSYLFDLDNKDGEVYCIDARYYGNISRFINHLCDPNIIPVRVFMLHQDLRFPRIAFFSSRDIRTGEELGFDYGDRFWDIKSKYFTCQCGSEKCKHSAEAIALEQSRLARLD
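G9a (20 nM) was preincubated 15 min with compound, then reacted 2 h at room temperature with 500 nM biotin-H3K9 peptide and 20 µM SAM. Monomethyl-H3K9 detected by AlphaScreen using anti-H3K9me1 antibody.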
BAZ2B block: blocks human BAZ2B; Q9UIF8; AlphaScreen BAZ2B-H3K14Ac peptide displacement; Potency, µM (doses to about 114 µM), inactives show top-dose activity change, negative = inhibition, hits mostly inhibitors; 360,000 tested, 4.4% active; AID 504333; also: potency is read from the fitted curve at half-maximal effect; % is scaled to controls: 0 for no effect and ±100 for the full control effect; nearly all actives have a fitted effect of over 60% in size
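BAZ2B 50 nM plus b-H3(5-23)K14Ac 50 nM, PBS pH 7.4/0.01% Tween-20, 30 min RT; compound added (max 110 uM), 30 min RT; streptavidin donor/Ni-chelate acceptor beads 10 ug/mL final, 20 min dark; AlphaScreen read.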
ERG Ets-DNA blk: inhibitors of human ERG Ets domain-DNA interaction; P11308; fluorescence polarization, His-ERG Ets domain / labelled DNA; Potency, µM (highest dose often 76.9 µM), for the others: at the top dose FP activity, negative = inhibition, usual class: inhibitors; 370,000 tested, 0.028% active; AID 624246; active = well fitted inhibition curve with a large enough effect in the polarisation, with a control signal flat; inconclusive = small, poorly fitted or top-dose-only effect, or effect the other way, or a change in a side signal; inactive = no such curve, though single readings can be large or run the other way; the % refers to the polarisation;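 also: polarization taken with two DNA probes labelled with fluorescein and Texas red; potency is read from the fitted curve at half-maximal effect; % of control where 0% means no effect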
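His-tagged ERG Ets domain (1 uM in the protein solution; 300mM KCl, 50mM Tris-HCl, 1mM EDTA, 1mM DTT, pH 7.5) received compound, then a probe mix of 5 nM fluorescein-DNA and 100nM Texas-615-DNA. Fluorescence polarization was read for both dyes.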
HP1b chromo inh: blocks HP1-beta chromodomain binding to methylated histone tails; AlphaScreen HP1-beta / biotin-H3K9me3 peptide binding; Potency, µM (top dose mostly 114 µM), for inactives: at the top dose activity change, negative = inhibition, hits mostly inhibitors; 390,000 tested, 0.56% active; also: potency is read from the fitted curve at half-maximal effect; nearly all actives have a fitted effect of over 70% in size; inactives centre near 23
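Compound inhibition of the preformed complex between 50 nM HP1-beta and 50 nM biotinylated H3K9me3 peptide was read by AlphaScreen. Buffer was PBS pH 7.4 with 0.01% Tween-20. Incubations ran 30 min at room temperature, with 10 ug/mL donor/acceptor beads.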
GLS inhibitor: inhibitors of human glutaminase (GLS) | O94925 | GLS enzymatic activity, qHTS titration | Potency, µM (titrated, usually from 45.5 µM), for inactives: top-dose activity change, negative = inhibition, hits mostly inhibitors | 410,000 tested, 0.21% active | AID 624170; also: potency is read from the fitted curve at half-maximal effect; % is scaled to controls: 0 for no effect and ±100 for the full control effect
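Glutamate formation by hKGA was monitored fluorometrically using coupled glutamate oxidase, HRP and Amplex Red. Substrate was added as 1 mM L-glutamine solution; incubation was 30 min at RT after an initial read.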
ALOX12 inh: blocks human arachidonate 12S-lipoxygenase. P18054. purified 12hLO, xylenol orange hydroperoxide absorbance. Potency, µM (doses to about 108 µM), without a hit: at the highest dose activity change, negative = inhibition, hits mostly inhibitors. 580,000 tested, 1.1% active; also: potency is read from the fitted curve at half-maximal effect; % is scaled to controls: 0 for no effect and ±100 for the full control effect
Target sequence (P18054 whole entry, looked up): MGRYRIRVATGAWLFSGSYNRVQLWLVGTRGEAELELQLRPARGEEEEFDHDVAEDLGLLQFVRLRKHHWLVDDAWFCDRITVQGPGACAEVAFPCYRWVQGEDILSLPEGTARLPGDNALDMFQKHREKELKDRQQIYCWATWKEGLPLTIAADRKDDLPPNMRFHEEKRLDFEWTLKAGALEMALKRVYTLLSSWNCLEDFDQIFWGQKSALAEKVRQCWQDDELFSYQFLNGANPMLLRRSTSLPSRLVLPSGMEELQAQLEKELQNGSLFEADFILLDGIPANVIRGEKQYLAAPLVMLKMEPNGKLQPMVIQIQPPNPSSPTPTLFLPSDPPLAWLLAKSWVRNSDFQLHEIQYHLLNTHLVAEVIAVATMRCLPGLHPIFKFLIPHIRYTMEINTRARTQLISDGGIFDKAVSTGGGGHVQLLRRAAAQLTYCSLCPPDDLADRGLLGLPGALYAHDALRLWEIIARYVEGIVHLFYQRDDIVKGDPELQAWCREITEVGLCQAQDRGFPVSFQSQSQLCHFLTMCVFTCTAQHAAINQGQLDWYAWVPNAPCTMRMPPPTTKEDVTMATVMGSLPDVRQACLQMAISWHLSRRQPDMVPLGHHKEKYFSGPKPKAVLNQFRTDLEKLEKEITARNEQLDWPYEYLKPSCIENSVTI
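Purified human 12hLO (150 nM final) in 25 mM Hepes, 0.01% Triton X-100, pH 7.0 was preincubated 15 min at room temperature with compound. Then 40 uM arachidonic acid was added, 30 min. Hydroperoxide was read by Fe-XO absorbance ratio 573/405 nm.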
* = called active by the depositor; ? = inconclusive; . = no result given; & = joins results of further samples; [ ] = dose if it differs, or a comment. Unless noted, calls follow the shape of the dose curve; as a rule, active = well fitted curve in the direction sought with a large enough effect; inconclusive = small, poorly fitted or top-dose-only effect, or another doubt; inactive = no such curve, though single readings can be large; an effect the other way counts as inactive or inconclusive. Not all compounds are listed. The share of hits here may be higher or lower than overall.

The line under a structure holds: JMJD2A Tudor, RGS4 inh, PI4K2A block, G9a block, BAZ2B block, ERG Ets-DNA blk, HP1b chromo inh, GLS inhibitor, ALOX12 inh
- Cc1onc(-c2c(Cl)cccc2Cl)c1C(=O)Nc1ccc2c(C(F)(F)F)cc(=O)oc2c1
    -16%, 29%, -8, -9%, -13%, 14%, 45%[activator], 4%, 6%
- CCCCC(=O)Nc1c(C(=O)N2CCN(c3ccccc3F)CC2)oc2ccccc12
    -17%, 3%, -1, ?, -15%, -5%, 21%, 2%, -1%
- CN1C(=O)C(=Cc2cc([N+](=O)[O-])ccc2N2CCCCC2)C(=O)N(C)C1=O
    -11%, -2%, 1, 3%[59 µM], ?, -6%, 16%, 2%, 4%
- CN1CC(C(=O)c2ccc(Cl)cc2)C(c2ccccc2F)C1 (centres undefined)
    -21%, 5%, 1, -10%[59 µM], -16%, -3%, 5%, 2%, 0%
- COC(=O)C1=C(c2ccc(OC(F)(F)F)cc2)C[C@@H]2CC[C@H]1N2C(=O)NCCOc1ccc(OC)cc1
    -28%, -14%, -3, -3%[2.33 µM], -27%, -23%, 21%, -1%, ?
- CCCCn1c(=O)c(C(=O)NCc2ccccc2OC)c(O)c2ccccc21
    62%[activator], 19%, 3, 51%[activator], 29%, -4%, 121%[activator], 15%, 19%
- O=C(CN1CCCCC1)Nc1ccc(Br)cc1C(=O)c1ccccc1Cl
    -17%, -31%, 3, 8%, -2%[57.1 µM], 5%, 32%, 9%, -19%
- Oc1ccc(Cl)c(Cl)c1
    4%, -11%, 3, 11%[0.501 µM], ?, 12%, 56%[activator], 24%, -3%
- O=P(Nc1ccccc1)(Nc1ccccc1)Oc1ccc(Cl)cc1
    -31%, -12%, -4, -9%[59 µM], -27%, -4%, 11%, 8%, ?
- CCNC(=O)C1OC(n2cnc3c(N)ncnc32)C(O)C1O (centres undefined)
    -12%, -19%, -13, ., ., 0%, 14%, 8%, 142%[activator]
- O=P(CN1CCN(c2ccccc2)CC1)(N1CCCCC1)N1CCCCC1
    -22%, 3%, -3, 3%[59 µM], 0%, 3%, 2%, 39%[activator], -9%
- CCc1nn(CC(=O)N2CCC3(CC2)OCCO3)c(=O)c2cccn12
    -12%, 1%, -4, ., -4%, 6%, 33%, 2%, -2%
- Cc1ccc(S(=O)(=O)NP(=O)(Oc2ccccc2)Oc2ccccc2)cc1
    ?, 3%, -9, 56µM*, -23%, ., 18%, 4%, ?
- O=C1NC(=O)N(c2ccc3c(c2)OCO3)C(=O)/C1=C/c1cccs1
    -35%, ?, -9, 11µM*, -16%, 44%[activator], 19%, 19%, ?
- c1ccc(P(c2ccccn2)c2ccccn2)cc1
    -4%, 17%, 3, 18%, -19%, 11%, 39%[activator], -1%, ?
- O=C1CN=C(c2ccccc2F)c2cc(Cl)ccc2N1
    -4%, -4%, 1, 9%[59 µM], -10%, 23%, 30%, -2%, 19%
- CCc1cccc(CC)c1NC(=S)N1CC2CC(C1)c1cccc(=O)n1C2 (centres undefined)
    -6%, 4%, 5, 57%[activator][59 µM], -2%, -3%, 18%, 3%, -17%
- Nc1c(C(=O)NCc2ccco2)c2nc3ccccc3nc2n1CCN1CCCCC1
    -19%, -7%, -5, -1%[12.7 µM], -4%, ., 31%, 34%[activator], -26%
- CC(=O)Nc1ccc(C(=O)C(Cc2ccccc2)N(C)C)cc1 (centres undefined)
    -8%, 0%, -8, ?, -24%, -1%, 3%, -6%, 0%
- CCc1ccc(CNC(=O)C2CCN(C(=O)c3ccc(-n4c(C)cc5ccccc54)s3)CC2)cc1
    -28%, 13%, -1, -29%[59 µM], ?, 1%, 23%, 13%, ?
- CN(C)CC1CSCCC1(O)c1ccc(Cl)cc1 (centres undefined)
    ?, -38%, -2, -41%[59 µM], -1%, 7%, -5%, 20%, 0%[57.4 µM]
- Cc1ccc(S(=O)(=O)Nc2ccc3c(c2)CC(=O)N([C@H](C)CO)C[C@@H](C)[C@H](CN(C)S(=O)(=O)c2ccccc2)O3)cc1
    ?, ?, -2, ., ., -10%, 5%, 10%, -5%
- S=c1[nH]nc(-c2cccs2)n1C1CCCCC1
    6.3µM*, -11%, 4, ., -4%, -10%, 10%, 17%, ?
- CCOC(=O)c1[nH]c2ccc(OC)cc2c1C(SCC(=O)O)c1ccc(C(F)(F)F)cc1 (centres undefined)
    -13%, 1%, 8, ?, -30%, -6%, 14%, -28%, -11%
- COc1ccc(Cl)cc1NC1=NCC(C)S1 (centres undefined)
    -13%, 28%, 5, 15%[59 µM], -4%, -7%, 10%, 1%, 0%
- C[C@@H]1C2C[C@@]34COC(=O)C3=CC=C[C@H]4[C@@]13C[C@H](c1ccoc1)O[C@@H]3O2
    -21%, -8%, -2, -12%, 8%, 7%, 23%, 0%, 8%
- COC(=O)C(O)(c1ccc(NC(=O)c2cccs2)c(C)c1)C(F)(F)F (centres undefined)
    -3%, ?, 1, -29%, -5%, -12%, 37%, -9%, 31%[activator]
- CCCSc1nc(O)c(CC)c(=O)n1C(C)CC (centres undefined)
    -10%, 16%, -4, -38%[12.7 µM], -4%, 6%, 36%, 5%, 4%
- CCN(CC)P(=O)(Nc1ccc(Br)cc1)c1c(C)nn(CCC#N)c1NC(=O)c1ccc(Cl)cc1 (centres undefined)
    -8%, 1%, 0, -1%[12.7 µM], 20%, -12%, 15%, -5%, -26%
- CC1CCCCN1CC(=O)c1ccc2cc[nH]c2c1 (centres undefined)
    -28%, -20%, -5, 32µM*, -10%, 2%, 15%, -9%, -3%
- CN1C(C(=O)NCc2cccc(C(F)(F)F)c2)CC2Cn3c(nc4cc5ccccc5cc43)C21 (centres undefined)
    -9%, 10%, -3, 0%[59 µM], -26%, 5%, 44%[activator], 2%, ?
- COc1ccc2c(c1)C13CCN(C)C(C2)C1CCC1(C3)OCCO1 (centres undefined)
    -15%, 10%, 2, ., ., -7%, 15%, 5%, 1%
- COc1c(/C=C2/C(=O)NC(=O)N(C)C2=O)c(CCN(C)C(=O)c2ccccc2)cc2c1OCO2
    -2%, ?, -17, 7%, -26%, 6%, 40%, -3%, 32%
- Cc1ccc(C2=NC(C)(C)N3C2C3c2ccc([N+](=O)[O-])cc2)cc1 (centres undefined)
    -12%, -10%, 0, 16%[59 µM], 1%, ?, 18%, 0%, 6%
- O=C1NC(=O)N(Cc2ccccc2)C(=O)/C1=C/N1CCCc2ccccc21
    ?, -17%[11.4 µM], -26, 7.9µM*, ?, 50%[activator], 7%, 7%, -1%
- COC(=O)C1=C(c2ccc(F)cc2OCc2ccccc2)C[C@@H]2CC[C@H]1N2C(=O)NCc1ccco1
    ?, -21%, -1, 10%[0.501 µM], ?, -1%, -4%, 2%, ?
- O=C(O)[C@@H]1CCN1
    ., 14%[56.9 µM], 3, -2%[59 µM], ., ., ., ., 25µM*
- COC1=C(C)C(=O)C2=C(C1=O)C(CO)N1C(C#N)C3CC4C(C1C2N1CCOC41)N3C (centres undefined)
    -8%, -6%, -4, ., ., -1%, 38%, -11%, ?
- Clc1cccc(C2NCCc3[nH]cnc32)c1 (centres undefined)
    1%, 15%, -4, 12%, -5%, -2%, 18%, 6%, 21%
- COc1ccc(NC(=O)CCS(=O)(=O)c2ccc3c(c2)oc(=O)n3C)cc1OC
    -7%&-5%, -3%&-10%, -6&-3, 29%, -6%&39%, -7%&-2%, 32%&78%, 2%&-7%, -3%&-17%
- O=C(CN1C(=O)CN=C(c2ccccc2)c2ccccc21)Nc1cccc(C(F)(F)F)c1
    -31%, -1%, -5, -41%[59 µM], ., -3%, 11%, -1%, -28%
- CC(C)=CCN1CC[C@@]2(C)c3cc(O)ccc3C[C@@H]1C2C (some centres undefined)
    -8%, -14%, -1, ., ., 7%, 44%[activator], 32%[activator], -7%
- O=c1c2ccccc2nc(/C=C\c2ccccc2F)n1-c1ccc(O)cc1
    -15%, -4%, -3, 10%[59 µM], -6%, -11%, 18%, 7%, 0%
- Cc1cc(OC(=O)CCCNC(=O)OC(C)(C)C)c2c3c(c(=O)oc2c1)CCC3
    12%, -20%, 3, 16%, 0%[57.1 µM], -1%, 11%, ., 3%
- O=C1NC(=S)NC(=O)C1=Cc1ccc(OCc2ccccc2)cc1
    79µM*, ?, -3, ., ., 1%, -9%, 143%[activator], ?
- O=S(c1ccccc1)c1ccccc1
    -5%, 36%, 0, ., ., 19%, 42%[activator], -19%, 1%
- O=C(CN1CC(c2ccccc2)CC1=O)NCc1ccc(F)cc1 (centres undefined)
    -6%, 19%, -2, ?, 2%, 14%, 36%, 0%, 416%[activator]
- NS(=O)(=O)c1ccc(CNC(=O)COc2ccc3c4c(c(=O)oc3c2)CCCC4)cc1
    35µM*, 11%[11.4 µM], -1, 14%, -3%[57.1 µM], -5%, 3%, 9%, -14%
- CCCC1=Nc2cc(C(=O)NCCc3ccc(OC)cc3OC)ccc2Sc2ccccc21
    -27%, 8%, 0, -46%[59 µM], 79µM*, 1%, 6%, -7%, -2%
- CCC12CN3CC(CC)(CN(C1)C3c1c(C)[nH]c(=O)[nH]c1=O)C2=O (centres undefined)
    -8%, -11%, 4, ?, -34%, -3%, 45%[activator], 2%, -14%
